Screening data from PubChem BioAssay.
ABCB6 inh 2 – blocks the human ABCB6 transporter; Q9NP58; K562-ABCB6 porphyrin accumulation, flow cytometry, 1 h; stronger effect = lower value; fluorescence ratio to DMSO, % at 10 µM; 360,000 tested, 0.19% active; AID 602162;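 active = fluorescence ratio to DMSO below 75%, the collection mean minus 3 SD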;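 note: signal is porphyrin accumulated inside mitochondria; 100% equals median channel fluorescence of DMSO control wells; lower ratio means ABCB6 inhibition with less porphyrin fluorescence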
aDG glyco up – alpha-DG glycosylation activation; Pro5-aDG cells, alpha-DG glycosylation AlphaScreen (IIH6); 0% Pro5, 100% B10-LARGE cell signal; activation, % at 10 µM; 360,000 tested, 0.22% active; AID 624168;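 active = activation of at least 8% versus controls, or a plate z-score of at least 8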;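 note: Pro5 are CHO cells carrying HIG-tagged alpha-DG that lacks glycosylation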
Glyco luc inh – blocks N-linked glycosylation in D54 reporter cells | 360,000 tested, 0.23% active | reporter increase, % at 12.5 µM | D54 ERlucT glycosylation luciferase reporter, 24 h; percent of 100 nM tunicamycin response;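 active = mean luciferase reporter signal, scaled so untreated is 0 and the glycosylation-blocking control 100, at or above a set limit in every replicate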;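 note: luciferase carries N-glycosylation sites so blocking glycosylation raises the light; 0% = median of neutral control wells and 100% = median of 100 nM tunicamycin wells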
MC4R ag barr – human MC4R agonism via beta-arrestin | P32245 | activation, % at 8.9 µM | U2OS MC4R beta-arrestin complementation, luminescence; percent of melanotan II response, DMSO zero | 360,000 tested, 0.98% active;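 active = activation above a per-plate cutoff, the mean activation of sample wells on that plate plus 3 SD, cut at about 8% in these data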
Target sequence (P32245 whole entry, looked up): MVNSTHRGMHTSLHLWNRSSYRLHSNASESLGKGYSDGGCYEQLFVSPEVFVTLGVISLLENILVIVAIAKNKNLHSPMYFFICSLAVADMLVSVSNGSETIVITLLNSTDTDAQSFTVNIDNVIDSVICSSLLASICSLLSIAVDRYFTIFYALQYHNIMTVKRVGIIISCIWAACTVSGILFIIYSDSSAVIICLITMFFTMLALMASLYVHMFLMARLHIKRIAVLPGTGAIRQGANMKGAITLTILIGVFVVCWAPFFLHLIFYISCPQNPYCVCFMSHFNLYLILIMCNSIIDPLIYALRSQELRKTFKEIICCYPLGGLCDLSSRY
CaV13 ICDI inh – Primary screen for inhibitors of IQ motif and Ca2+-dependent inactivation inhibitor domain binding in CACNA1D, Förster resonance energy transfer in living cells, …; HEK cells, CFP/YFP FRET ICDI-IQ, plate reader, 10 min; percent FRET-ratio fall versus neutral wells; inhibition, % at 12.3 µM; 340,000 tested, 0.098% active; AID 743397;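 active = mean replicate inhibition of at least 30% and at least 1% of replicates passing that level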;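 note: 0% = median of the neutral control wells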
MC4R antag cAMP – human MC4R antagonism in cAMP assay; P32245; MC4R-expressing cells, MTII-stimulated cAMP, LANCE TR-FRET; inhibition, % at 6.5 µM; 360,000 tested, 0.48% active;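 active = inhibition above its plate's cutoff, the mean of tested wells on that plate plus 3 SD, cut at about 29% in these data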;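 note: 0% = Melanotan II alone and 100% = Melanotan II plus saturating MCL0020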
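System – human MC4R-expressing U2OS cells · Also added – Melanotan II · Dosing – one concentration, 6.5 µM nominal · Timing – 30-min compound, 1-h challenge, 1-h detection, room temperature · Measured by – Eu-cAMP/anti-cAMP TR-FRET, emission 671 nm · Replicates – singlicate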
Vif imaging – inhibitors of HIV Vif | inhibition, % at 7.49 µM | AID 602346 | HEK293T cells, Vif self-association by quenched fluorescence, imaging, 24 h | 340,000 tested, 0.35% active; in the data active = inhibition above about 50%, passing the limit was not always enough; note: some results filed as inactive read as strong as hits
PDI turbidity – blocks human protein disulfide isomerase activity; PDI insulin aggregation turbidity, A650, 90 min; inhibition, % at 10 µM; 350,000 tested, 0.052% active;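 active = mean inhibition across replicates of 30% or more, whatever share of single replicates reach that level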;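 note: absorbance from insulin aggregation driven by PDI reduction with DTT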
m5-HT2A agonist – agonists of mouse serotonin 5-HT2A receptor (HTR2A) | P35363 | CHO-K1 mHTR2A beta-arrestin complementation, luminescence; percent of 30 µM serotonin response | activation, % at 7.6 µM | 360,000 tested, 0.66% active | AID 624169;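 active = activation above a run cutoff, the mean activation of all tested compounds plus 3 SD, cut at about 14% in these data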;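 note: 0% = plate median of compound wells and 100% = 30 µM serotonin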
Target sequence (P35363 whole entry, looked up): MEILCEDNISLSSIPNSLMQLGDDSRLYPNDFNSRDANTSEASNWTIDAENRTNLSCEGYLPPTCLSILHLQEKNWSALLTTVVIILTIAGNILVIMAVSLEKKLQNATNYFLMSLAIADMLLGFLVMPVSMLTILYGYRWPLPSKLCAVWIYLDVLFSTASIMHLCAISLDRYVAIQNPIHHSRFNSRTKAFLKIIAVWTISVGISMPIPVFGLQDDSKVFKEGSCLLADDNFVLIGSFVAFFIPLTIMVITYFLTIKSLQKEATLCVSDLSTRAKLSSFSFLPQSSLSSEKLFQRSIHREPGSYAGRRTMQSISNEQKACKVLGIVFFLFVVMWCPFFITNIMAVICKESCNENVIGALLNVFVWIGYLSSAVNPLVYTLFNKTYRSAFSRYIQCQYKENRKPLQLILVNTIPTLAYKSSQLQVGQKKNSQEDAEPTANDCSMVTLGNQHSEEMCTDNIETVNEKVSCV
Cardio protect – protects H9c2 cardiomyocytes from peroxide injury | H2O2 injury protection, ATPLite, 2 h | protection from H2O2 cell death, % at 20 µM | 360,000 tested, 0.63% active;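 active = compounds giving at least 50% protection of heart cells from peroxide-induced death in the single-dose screen, raw or plate-pattern-corrected value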;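 note: 0% = DMSO wells with peroxide and 100% = DMSO wells without peroxide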
An asterisk follows results filed as active; / = no result given.

SMILES	ABCB6 inh 2	aDG glyco up	Glyco luc inh	MC4R ag barr	CaV13 ICDI inh	MC4R antag cAMP	Vif imaging	PDI turbidity	m5-HT2A agonist	Cardio protect
CCN(CC)S(=O)(=O)c1ccc(Cl)c(C(=O)OC2CC(C)OC2=O)c1 (stereo unspecified)	100.0	0.1	0.2	1.9	-4.2	39.9*	-6.1	-10.8	9.2	-4.6
COc1ccc(Nc2cccccc2=O)cc1	94.0	-0.3	-2.4	-0.9	-4.8	-16.7	-1.6	-5.1	-0.8	4.0
COC(=O)c1c(NC(=O)COc2ncnc3ccccc23)sc(C)c1C	97.0	0.0	3.3	0.2	-5.2	-5.8	-8.5	1.4	-0.6	-3.8
Cc1ccc(OCc2nc3ccccc3n2C)cc1	111.0	0.3	-11.1	-0.9	-0.2	1.8	-2.9	-22.4	-3.3	-11.0
O=C(CN(Cc1cccs1)C(=O)CNS(=O)(=O)c1ccc(F)cc1)NCC1CCCO1 (stereo unspecified)	89.0	-0.1	-2.3	0.4	-3.4	6.7	5.9	8.9	-1.1	0.6
COc1ccc(C(=O)Nc2scc(-c3ccc(Cl)cc3Cl)c2C(N)=O)cc1	93.0	2.0	-7.3	6.5	-3.5	15.5	-6.1	-4.8	4.0	-23.5
O=C(O)CCc1ccc(S(=O)(=O)Nc2ccc(OCc3ccccc3)cc2)cc1	161.0	0.0	6.0	0.7	-5.8	17.5	10.0	5.7	4.0	-2.0
O=C(COC(=O)/C=C/c1ccc(F)cc1)NC1CC1	91.0	0.0	0.1	0.1	-2.3	5.5	7.1	-3.7	5.2	6.7
O=C(Nc1ccc(N2CCOCC2)cc1)c1ccncc1	92.0	0.0	0.5	0.1	/	-0.7	0.6	1.0	2.5	5.4
CN(Cc1ccc(F)cc1)S(=O)(=O)c1nnc(NC(=O)c2ccccc2)s1	96.0	0.3	1.9	-1.0	-2.7	1.0	0.5	-6.5	3.1	-6.7
COc1ccc(NC(=S)N2CCN(c3ncccn3)CC2)c(OC)c1	102.0	-0.3	0.0	0.5	-3.4	-1.3	-9.9	7.9	4.7	6.6
O=C(COC(=O)c1c2c(nc3ccccc13)CCCC2)Nc1ccc2c(c1)OCO2	96.0	-0.5	0.6	-0.2	/	17.3	2.0	-12.2	-0.7	40.9
CC(=O)c1ccc2noc(-c3ccc(F)cc3)c2c1	106.0	0.2	-3.0	0.1	-8.7	-6.5	10.6	2.3	-0.4	25.2
Cc1csc(NC(=O)C2CCCCC2)n1	100.0	0.0	-0.3	-2.3	/	5.0	-7.5	-6.2	1.1	1.8
O=C(NCCN1CCCCC1)Nc1ccc([N+](=O)[O-])cc1	97.0	0.1	0.3	-1.6	-4.5	1.8	-0.6	-1.2	-3.2	6.2
O=C(O)CSc1ccc2nnc(-c3cccnc3)n2n1	99.0	-0.4	0.0	-0.2	-2.9	2.6	/	-8.5	2.5	2.5
CCc1c(C)nc(N)n2c(SCC(=O)N3CCCC(C)C3)nnc12 (stereo unspecified)	108.0	-0.3	1.9	3.5	-8.2	7.3	-0.7	0.6	0.8	4.8
Nc1nnc(N)c2ccccc12	101.0	0.1	0.7	-1.7	-6.2	-20.5	-1.9	-0.6	1.8	17.3
O=C(c1cc2ccccc2oc1=O)N1CCOCC1	92.0	0.0	1.3	0.6	-4.1	1.5	-3.3	12.7	3.1	-2.0
CCOc1ccc(NC(=O)CSc2nc3nc(C)cc(C)n3n2)cc1	98.0	0.8	-2.6	0.6	-11.4	-11.4	/	1.3	1.6	-12.6
COc1ccc(CC(=O)NCC2(N3CCCCC3)CCCCC2)cc1	99.0	0.0	-1.3	-1.8	1.1	-6.7	-11.5	1.8	8.9	4.6
Cc1ccccc1S(=O)(=O)Cc1ccc(C(=O)NCCCN(C)Cc2ccccc2)o1	100.0	-0.2	-5.1	1.9	-2.3	26.7	-1.2	-1.0	-2.7	10.2
CC(C)(C)n1nc2c(c1NC(=O)COc1ccc(F)cc1)CS(=O)(=O)C2	104.0	-0.3	2.9	-1.4	-5.1	17.1	6.2	-0.5	2.5	-0.5
COc1ccc(-c2ccc(CN3C(CC(C)C)C(=O)N(Cc4cn(CCC5OCCO5)nn4)CCS3(=O)=O)cc2)cc1OC (stereo unspecified)	96.0	0.2	1.7	0.5	-10.2	11.0	-2.3	-4.4	8.2	26.6
COc1ccc2c(=O)c3ccccc3oc2c1	102.0	0.0	2.2	-1.3	/	23.2	-1.7	/	-6.1	-3.9
COc1ccc(NC(=O)Cn2nnc(C(=O)NCc3ccc(C)cc3)c2N)cc1Cl	99.0	0.2	-4.1	1.7	-4.9	-0.8	1.0	13.4	2.9	-14.4
Cc1nccn1CCc1nc(N)nc(N)n1	95.0	0.2	0.7	-0.6	-3.0	-4.6	10.1	-9.3	3.7	4.7
CCc1sc(C(=O)N2CCc3ccccc32)cc1C	93.0	-0.1	-7.2	1.2	-6.3	-2.4	-3.2	-8.2	-2.2	-15.9
O=C1OC(Cc2ccccn2)C(O)=C1C1=NCCCCN1 (stereo unspecified)	103.0	0.0	-6.3	2.7	-2.3	-6.8	-2.4	-30.2	5.5	-7.1
COc1ccc(CNC(=O)Cc2ccc(NC(=O)C3=C(C)OCCS3)cc2)cc1	97.0	0.1	13.6	-1.8	-7.6	-16.6	6.1	-8.7	11.2	-11.9
N#C/C(=C(/O)CN1C(=O)c2ccccc2C1=O)c1nc2ccccc2[nH]1	99.0	0.1	1.4	-1.9	-3.2	-2.4	24.6	7.2	1.0	10.3
COC(=O)N1CCN(S(=O)(=O)c2ccc(F)cc2)CC1	101.0	0.0	-0.6	-0.3	-4.3	17.1	-0.7	7.5	1.8	6.2
Cc1cccc(NC(=O)CN(C)S(=O)(=O)c2ccc(Cl)cc2)n1	98.0	0.2	0.0	-1.9	-8.6	3.5	-3.3	5.8	-1.0	-0.1
O=C(O)c1cc(Br)ccc1NS(=O)(=O)c1cccc2nsnc12	106.0	0.0	0.4	0.3	-4.3	9.2	10.2	6.9	-1.0	8.6
COc1cc(/C=N/O)cc(Br)c1OCc1ccc(Cl)cc1	92.0	0.6	-1.0	4.8	-3.1	-1.9	-0.7	6.9	-4.8	-19.8
CC(=O)C1=C(O)C(CSCc2ccccc2)N(C)C1=O (stereo unspecified)	97.0	-0.1	-4.9	0.9	-7.9	-1.4	-4.4	-6.4	2.7	-5.0
Cc1cccc(CNCc2ccccc2)c1	97.0	-0.1	-1.3	-1.4	-19.1	2.5	3.6	2.0	1.3	-1.5
COc1ccccc1N1CCN(C(c2cccs2)C(C)NS(=O)(=O)c2ccccc2)CC1 (stereo unspecified)	93.0	-0.3	-7.0	0.1	-9.6	10.1	-0.6	/	0.0	-7.5
Oc1ccc(C(c2nnnn2CCc2ccccc2)N2CCN(c3nc4ccccc4s3)CC2)cc1 (stereo unspecified)	101.0	-0.1	-3.5	-0.8	-5.1	31.4*	-1.8	-0.1	21.6*	-9.2
CC1CCc2c(sc3nc(CN4CCOCC4)nc(N4CCc5ccccc5C4)c23)C1 (stereo unspecified)	98.0	0.1	-1.9	2.4	-3.8	12.8	0.3	-20.3	-4.3	12.0
O=C(C1CCC(CNc2c(N3CCCCC3)c(=O)c2=O)CC1)N1CCc2ccccc2C1 (stereo unspecified)	100.0	-0.1	-0.1	0.6	-7.2	-0.2	0.3	-1.4	0.9	-3.2
CCSc1cc(Cl)nc(N)n1	95.0	0.2	-1.4	-2.0	-5.8	1.1	8.1	8.5	-5.4	-8.9
COc1cc(/C=N/NC(=O)CN2CCCCC2)ccc1OCc1ccc(Br)cc1	93.0	1.2	-10.4	0.8	-4.8	3.8	-7.8	-6.1	-9.1	-2.6
NC(=O)c1cc(C(=O)c2ccc(Cl)cc2Cl)c[nH]1	96.0	1.1	-9.6	-1.4	-1.6	20.3	-18.3	-1.4	0.0	-9.5
Cc1cc(=O)oc(C)c1C(=O)NCc1ccc(F)cc1	97.0	-0.3	1.0	0.0	-8.0	-4.9	/	3.8	-2.5	6.8
Cc1ccc(NC(=O)c2ccc(Cl)c(N3C(=O)CCC3=O)c2)cc1	98.0	0.1	-1.7	-3.1	-5.8	5.0	-7.8	-11.4	4.7	-2.9
COC(=O)C1=C(C(=O)c2ccccc2)C(c2ccc(O)c(OC)c2)n2nnnc2N1 (stereo unspecified)	105.0	-0.2	1.0	-1.1	/	0.3	7.2	-4.0	-0.9	7.9
COc1ccc(-n2ncc3c2CC(C)(C)CC3NC(=O)c2ccoc2C)cc1 (stereo unspecified)	99.0	0.1	-2.1	-2.7	/	13.1	-6.6	15.8	-5.3	-3.9
COc1cc(C2CC(=O)Oc3ccc(C(C)(C)C)cc32)cc(OC)c1OC (stereo unspecified)	113.0	0.2	1.1	0.1	-5.6	-0.1	2.3	0.9	2.5	-9.7
CC1(C)CC(=O)C(C=NCCCN2CCCC2=O)=C(O)C1	98.0	-0.1	-1.4	0.5	-5.4	28.3	4.3	-2.4	2.0	-1.9

New compounds follow
SMILES	ABCB6 inh 2	aDG glyco up	Glyco luc inh	MC4R ag barr	CaV13 ICDI inh	MC4R antag cAMP	Vif imaging	PDI turbidity	m5-HT2A agonist	Cardio protect
COc1cc(C(CC(=O)N2CCCC2)c2c(OC)cc(OC)c3ccc(=O)oc23)cc(OC)c1OC (stereo unspecified)	101.0	-0.3	0.4	-0.4	-3.6	7.4	-2.6	-2.6	-0.6	5.1
COCc1cc(C)n(CC(=O)N2CCCC2)c(=O)c1C#N	100.0	-0.4	2.0	-3.7	-4.0	-4.7	2.7	-2.1	1.8	4.1
COc1ccc(Cc2nnc(SCC(=O)Nc3nc(C)cs3)o2)cc1	102.0	0.3	2.7	1.7	-5.8	7.2	-8.0	2.4	1.3	-2.1
CC(C)(C)Cc1c(-c2ccc(C#N)cc2)nc2ccc(Cl)cn12	128.0	0.3	-0.1	0.6	-9.6	3.1	-2.5	7.4	3.0	6.8
Cc1cccc(NC(=S)NC(C)C(c2ccccc2)N2CCN(C)CC2)c1C (stereo unspecified)	99.0	1.5	-1.4	0.4	-6.8	0.0	-1.5	14.6	-8.5	2.4
Cc1cc(C)c2cc(C#N)c(N3CCCN(C(=O)c4cnccn4)CC3)nc2c1	110.0	0.1	5.0	-0.5	-3.4	-1.9	7.1	-4.2	-1.0	15.6
Cc1nc(SCc2ccccc2C#N)n[nH]1	96.0	-0.1	-0.8	-1.8	-5.1	1.8	-1.3	-4.4	9.7	3.7
CCOC(=O)C1=C(CS(=O)(=O)c2ccccc2)NC(=O)NC1c1cccc(OC)c1 (stereo unspecified)	99.0	-0.5	0.6	-0.2	-10.1	9.3	-1.6	-3.8	2.6	3.3
